Assay outcomes as filed in PubChem BioAssay.
KOR beta-arrestin-1 – kappa opioid receptor activators – cell-based, luminescence, uHTS, primary screen (AID 1777) | KOR beta-arrestin recruitment, luminescence; higher % means a stronger effect | activation, % at 10 µM, or EC50 in µM where a hit was titrated | hit rate 0.02% among 280,000; in the data active = activation above about 50%, passing the limit was not always enough; note: a part of the inactive calls stands beside numbers as strong as those of hits
NOD1 inhibition – NOD1 signaling inhibitors, primary screen, cell-based, luminescence, uHTS (AID 1578); hit rate 1% among 290,000; inhibition, % at 4 µM; hits with a dose series show EC50 in µM; NOD1-driven NF-kB luciferase reporter cells, luminescence; higher % means a stronger effect; in the data active = inhibition mostly above about 36%, no sharp cut-off; inactive = mostly below about 34%;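 note: HEK-293T reporter cells stimulated with the NOD1 agonist gamma-tri-DAP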
GPR55 antagonists – inhibition of LPI-stimulated GPR55 beta-arrestin translocation – imaging, U2OS, beta-arrestin-GFP, LPI agonist, primary screen (AID 2013). inhibition, % at 10 µM, or IC50 in µM where a hit was titrated. U2OS GPR55 beta-arrestin-GFP translocation imaging, LPI antagonism; higher % means a stronger effect. hit rate 0.13% among 290,000;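 active = spots per cell inhibited over 60%, with over 100 cells counted and total cytoplasm intensity under 500,000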;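 note: U2OS cells stably carrying GPR55 and arrestin-GFP stimulated by 5 µM LPI near EC80; imaged beta-arrestin-GFP aggregate spots per cell after agonist stimulation; plate controls were LPI-stimulated DMSO wells for no effect and DMSO wells without LPI for full effect; some results filed as inactive read as strong as hits; confirmed hits need IC50 under 10 µM and bright autofluorescent wells are also inconclusive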
HIV peptide binding – inhibitors of HIV fusion peptide binding, primary screen, biochemical, uHTS, fluorescence dequenching (AID 1986). cell-free peptide binding, fluorescence dequenching, 30 min; higher % means a stronger effect. inhibition, % at 20 µM; hits with a dose series show IC50 in µM. hit rate 0.3% among 290,000; in the data active = inhibition mostly above about 52%, no sharp cut-off; inactive = mostly below about 76%; note: some results filed as inactive read as strong as hits
KOR beta-arrestin-2 – KOR antagonists, beta-arrestin recruitment, cell-based, luminescence, uHTS (AID 1778); KOR beta-arrestin recruitment, luminescence, antagonist mode; higher % means a stronger effect; inhibition, % at 10 µM, or IC50 in µM where a hit was titrated; hit rate 0.091% among 290,000; in the data active = inhibition above about 50%; note: strong numbers were not always called active
GPR35 antagonists – inhibition of zaprinast-stimulated GPR35 beta-arrestin translocation – imaging, U2OS, beta-arrestin-GFP, zaprinast agonist, primary screen (AID 2058) | U2OS GPR35 beta-arrestin-GFP translocation imaging, zaprinast antagonism; higher % means a stronger effect | inhibition, % at 10 µM; hits with a dose series show IC50 in µM | hit rate 0.052% among 290,000;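 active = inhibition of at least 50% with at least 30 cells and total cytoplasm GFP at most 10,000,000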
GPR55 activation – selective activators of receptor GPR55 – imaging, U2OS cells, beta-arrestin-GFP redistribution, primary screen (AID 1961); U2OS GPR55 beta-arrestin-GFP redistribution imaging; higher % means a stronger effect; one-dose activation, % at 10 µM; EC50 in µM for titrated hits; hit rate 0.048% among 290,000;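 active = activation above 40% with more than 50 cells counted in the well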;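 note: U2OS osteosarcoma cells stably expressing GPR55 and beta-arrestin-GFP; plate controls were DMSO negative control for no effect and LPI positive control for full effect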
West Nile antiviral – West Nile virus antiviral activity, cell-based, CPE readout (AID 1621). CPE inhibition, % at 10 µM; hits with a dose series show IC50 in µM. West Nile virus-infected cells, CPE inhibition; higher % means a stronger effect. hit rate 0.02% among 290,000; in the data active = a potency from the dose series; note: strong numbers were not always called active
NS5 inhibitors – Dengue-2 NS5 methyltransferase inhibitors, primary screen, biochemical, confirmation dose response (AID 588689); Dengue-2 NS5 methyltransferase capping enzyme assay, biochemical; higher % means a stronger effect; inhibition, % at 25 µM, or IC50 in µM where a hit was titrated; hit rate 0.3% among 340,000; in the data active = a potency from the dose series
NS5 inhibitors pilot replicate – further read-out of NS5 inhibitors, marked with its call; inhibition, %; measured here: pilot screen replicate inhibition
The depositor's hits bear a star; . = not tested or not shown; [ ] = dose if it differs, or a comment. An excerpt; rates above refer to the full screens.

SMILES	KOR beta-arrestin-1	NOD1 inhibition	GPR55 antagonists	HIV peptide binding	KOR beta-arrestin-2	GPR35 antagonists	GPR55 activation	West Nile antiviral	NS5 inhibitors	others
CCC1(Cc2ccccc2)NC(=O)c2ccccc2O1 (centres undefined)	-2.8%	-18%	-1%	-0.6%	4%	-6%	0.1%	0.5%	.
O=C(COC(=O)C12CC3CC(CC(O)(C3)C1)C2)NCCc1ccc(Cl)cc1	0.8%	-32%	10%	4.0%	-5%	6%	0.4%	-0.5%	-6%
Cc1csc(SCCn2c(N3CCCC3)nc3c2c(=O)[nH]c(=O)n3C)n1	-0.3%	-9%	-2%	-1.8%	24%	15%	-0.2%	0.1%	-1%
NS(=O)(=O)c1ccc(CCNC2CC(=O)N(Cc3ccccc3)C2=O)cc1 (centres undefined)	0.6%	-13%	4%	2.0%	22%	2%	-0.1%	-0.4%	0%
NNC(=O)c1ccc(CSc2cccc3cccnc23)cc1	-3.6%	-33%	4%	-0.9%	-22%	-2%	-0.2%	-0.1%	0%
OCCc1c[nH]c2ccc(C(F)(F)F)cc12	5.7%	22%	-6%	1.8%	-38%[20 µM]	10%	-0.3%	0.1%	3%
CCC(C)(C)NC(=O)CN(Cc1cccs1)C(=O)CCC(=O)Nc1nccs1	-2.2%	-2%	-1%	-1.9%	4%	-4%	-0.3%	-0.3%	-3%
O=S1(=O)CCOCCCN1Cc1ccccc1F	-2.6%	-15%	4%	-1.1%	-13%[20 µM]	7%	-0.2%	-1.0%	-5%
Cc1ccc(S(=O)(=O)n2ccc(=O)[nH]2)cc1	-3.7%	-34%	4%	0.1%	19%	-7%	-0.1%	0.7%	-2%
CN(C)c1ncnc2c1NC1=C(S2)C(=NCCCC(=O)O)CC(C)(C)C1	0.8%	-25%	5%	-0.8%	-1%	-4%	0.3%	-0.1%	18%
CCN(CC)S(=O)(=O)c1cccc(NC(=O)C2SC(=Nc3ccc(C)cc3C)C(C(=O)NC(C)COC)=C2N)c1 (centres undefined)	2.8%	-3%	4%	4.8%	-1%	-19%	0.2%	-0.4%	0%
O=C(CSCc1c(Cl)cccc1Cl)NN=C1CCCC1	-5.2%	11%	4%	-2.3%	37%	-7%	0.5%	-0.1%	1%
CC(=O)Nc1sc2c(c1C(c1cccc(Cl)c1)N1CCN(CCO)CC1)CCCC2 (centres undefined)	-5.1%	-24%	20%	-2.6%	21%	-2%	0.1%	0.0%	-1%
O=C(c1ccc2c(c1)OCO2)N1CCc2ccccc2C1	-0.5%	-13%	-2%	-4.2%	2%	-3%	-0.2%	-0.7%	2%
O=C1[C@@H]2[C@@H]3C[C@@H]([C@H]4ON=C(c5ccc(Cl)cc5)[C@@H]34)[C@@H]2C(=O)N1C1CCCCC1	11%	-14%	5%	2.0%	-22%	-7%	-0.2%	-1.4%	-2%

3 structures already listed, ordered by count of non-hydrogen atoms, smallest number first.
SMILES	KOR beta-arrestin-1	NOD1 inhibition	GPR55 antagonists	HIV peptide binding	KOR beta-arrestin-2	GPR35 antagonists	GPR55 activation	West Nile antiviral	NS5 inhibitors	others
OCCc1c[nH]c2ccc(C(F)(F)F)cc12	5.7%	22%	-6%	1.8%	-38%[20 µM]	10%	-0.3%	0.1%	3%
O=C(CSCc1c(Cl)cccc1Cl)NN=C1CCCC1	-5.2%	11%	4%	-2.3%	37%	-7%	0.5%	-0.1%	1%
CN(C)c1ncnc2c1NC1=C(S2)C(=NCCCC(=O)O)CC(C)(C)C1	0.8%	-25%	5%	-0.8%	-1%	-4%	0.3%	-0.1%	18%

Later entries.
SMILES	KOR beta-arrestin-1	NOD1 inhibition	GPR55 antagonists	HIV peptide binding	KOR beta-arrestin-2	GPR35 antagonists	GPR55 activation	West Nile antiviral	NS5 inhibitors	others
CC(=O)NCCC(=O)NCC1(N(C)Cc2ccccc2)Cc2ccccc2C1	2.0%	-6%	-5%	0.8%	-25%[20 µM]	0%	-0.1%	-1.0%	1%
Cn1c(=O)c2c(ncn2Cc2ccc(Cl)c(Cl)c2)n(C)c1=O	-1.5%	17%	-2%	-1.3%	-1%	-2%	0.1%	-1.2%	-8%
COc1ccccc1OCCNC(=O)c1cc(F)c(F)cc1Cl	3.5%	-20%	-2%	-1.9%	-31%	-1%	0.1%	-0.1%	1%
CCc1c(C)nc2ccc(Br)cc2c1Cl	-0.6%	12%	-10%	-0.4%	-6%	16%	0.5%	-0.5%	-2%
COc1ccc(CNCCCO)cc1OC	7.2%	-21%	4%	1.2%	3%	3%	0.1%	0.5%	-1%
Cc1cccc(NC(=O)c2ccoc2C)n1	-1.9%	-38%	1%	0.1%	-6%	7%	-0.1%	-0.3%	0%
COc1ccc(C(=O)NC2CC2)cc1OC1CCN(Cc2ccc(Cl)cc2)CC1	2.0%	-17%	2%	1.0%	-24%	-6%	-0.1%	-0.8%	-6%
O=C(O)CCN1C(=O)c2ccncc2C1=O	0.0%	-2%	-9%	-1.0%	11%	-17%	0.0%	0.1%	-11%	NS5 inhibitors pilot replicate=-2.1
Cc1cc(C)cc(OCC(=O)Nc2nonc2NC(=O)COc2cc(C)cc(C)c2)c1	-3.3%	-26%	7%	1.3%	-8%	-8%	0.6%	0.1%	0%	NS5 inhibitors pilot replicate=-2.3
Cc1ccc(C=Nc2ccc(N(C)C)cc2)o1	-7.9%	13%	9%	2.0%	-4%	-5%	0.2%	2.1%	28%
COc1ccc(-c2csc(NC(=O)c3ccc(N4C(=O)CCC4=O)cc3)n2)cc1OC	0.0%	-21%	-15%	-1.3%	-13%	-2%	-0.3%	0.6%	-3%
CCCCNC(=O)C1c2ccccc2C(=O)N(c2ccc(OC)cc2)C1c1ccc(OC)cc1 (centres undefined)	2.2%	-36%	-1%	-1.3%	19%	-3%	-0.1%	-0.6%	-7%
CCOc1ccccc1NC(=O)C(OC(=O)c1ccccc1O)c1ccccc1 (centres undefined)	4.5%	2%	2%	2.3%	19%	-18%	-0.3%	-0.3%	-3%
Nc1ccc(NC(=O)c2cccs2)cc1	6.0%	-41%	5%	0.4%	-11%	1%	0.1%	-0.1%	-8%
COc1ccc([N+](=O)[O-])cc1NC(=O)c1cc(C)c(C)o1	3.0%	-22%	2%	0.7%	-51%[20 µM]	-11%	-0.1%	-0.6%	-3%
Fc1cccc(NC(=S)NNc2c3ccccc3nc3ccccc23)c1	11%	.	2%	-0.8%	-38%	4%	-0.7%	-2.2%	0%
CN1C(=O)C(CC(=O)Nc2ccc(Cl)cc2)N(Cc2ccco2)C1=S (centres undefined)	-2.7%	-5%	13%	4.1%	2%	-1%	-0.1%	-0.5%	-10%
Cc1ccc(C2NC(=O)c3c(sc(C)c3C)N2)c(O)c1 (centres undefined)	-2.1%	-36%	11%	12%	-33%	6%	0.4%	-0.7%	-6%
COc1ccc(F)cc1CN1CCN(c2cc(C)nc3c4c(C)cc(C)nc4nn23)CC1	1.6%	-21%	-1%	0.6%	-21%	-21%	-0.2%	0.3%	.
Cc1ccc(C(=O)ON=C2CCN(S(=O)(=O)c3ccccc3)CC2)cc1	-0.7%	15%	-2%	-2.2%	-19%	2%	0.0%	0.3%	-7%
CCOc1ccc(S(=O)(=O)N2CCCC(C(=O)NCc3cccnc3)C2)cc1C (centres undefined)	-1.8%	4%	-12%	-0.8%	-11%	-11%	0.2%	-1.2%	-4%
O=C(NC(=S)Nc1ccc([N+](=O)[O-])cc1O)C1CCCCC1	-3.2%	16%	1%	8.5%	-7%	-4%	0.0%	-0.3%	-5%
CCC(C(=O)NC1CCCCC1)N(CC1CCCO1)C(=O)CNS(=O)(=O)c1ccc(OC)cc1 (centres undefined)	3.7%	-3%	-2%	1.6%	-15%	-6%	-0.2%	-0.3%	1%
Cc1cccc(NC(=O)CCC(=O)N/N=C/c2ccc(O)cc2O)c1	-2.9%	1%	-6%	-0.6%	23%	26%	-0.1%	-0.4%	-5%
CCOc1cc(C2NC(=S)NC(C)=C2C(=O)Nc2ccccc2)ccc1O (centres undefined)	0.5%	-7%	2%	-2.2%	-8%	8%	0.3%	0.2%	-12%
O=C(Nc1ccccc1Sc1ccccc1)c1ccc(F)cc1	1.9%	-1%	20%	-3.7%	-3%	-6%	0.1%	-0.4%	-16%
CCOC(=O)C(=O)Nc1ccc(Oc2ccccc2)cc1	-7.3%	7%	4%	-0.6%	19%	-9%	0.3%	0.1%	-3%
CCOC(=O)Cn1c(=O)c2c(nc(N3CCOCC3)n2C)n(C)c1=O	6.0%	7%	-5%	-0.3%	-24%	-16%	-0.1%	-0.4%	-6%
Cc1ccc(SCCN2CCN(Cc3ccccc3)CC2)cc1	-1.2%	-7%	3%	0.2%	-29%[20 µM]	-6%	0.3%	-1.1%	2%
Nc1ccccc1-c1nnn(CC(=O)N2CCCc3ccccc32)n1	-3.6%	-23%	6%	1.2%	11%	-10%	0.5%	0.0%	-2%
CCc1nnc(NS(=O)(=O)c2ccc(NC(=S)NC(=O)/C=C/c3ccc(C(C)C)cc3)cc2)s1	10%	9%	-7%	12µM*	-22%	1.6µM*	0.5%	0.4%	50µM*
CCCNC(=O)C1CC(=O)N(c2ccc(OCC(=O)Nc3cccc(C)c3C)cc2)C1 (centres undefined)	-0.7%	-17%	9%	2.2%	24%	-5%	-0.3%	-0.1%	-3%
NC(=O)CSc1nnc(-c2ccccn2)n1N	.	-8%	-10%	-1.2%	1%	0%	-0.1%	0.1%	-2%
Cc1ccc(-n2nc3c4c(cccc4c2=O)-c2ccccc2-3)cc1	4.1%	17%	15%	-3.6%	3%	1%	-0.1%	-0.3%	-8%	NS5 inhibitors pilot replicate=-4.3
CCc1ccc(N2C(=O)Nc3ccc(Br)cc3C2(O)C(=O)NCCN(C)C)cc1 (centres undefined)	-4.1%	-8%	2%	-0.6%	-5%	14%	-0.1%	-0.4%	-12%
CC(=O)Nc1ccc(S(=O)(=O)N2CCN(C(=O)c3ncoc3-c3ccccc3F)CC2)cc1	1.6%	-14%	7%	-0.1%	-23%	-7%	-0.2%	0.0%	1%
Cc1ccc2c(c1)N(CC(=O)N1CCCCCC1)C(=O)CO2	.	-14%	10%	0.0%	-11%	10%	-0.2%	0.1%	-10%
CCCSc1nc2c(cnn2-c2ccccc2)c(=O)n1N	.	-17%	-4%	-1.0%	12%	14%	0.4%	-0.1%	-3%
O=C(CCS(=O)(=O)c1cccc2nonc12)NCc1ccc(Cl)cc1	-1.6%	-5%	16%	-1.7%	6%	2%	-0.2%	0.1%	-6%
c1ccc2c(c1)nnn2Cc1nnc2sc(-c3ccc4c(c3)OCCO4)nn12	-3.2%	9%	-1%	0.9%	22%	-12%	-0.2%	-0.1%	4%
c1ccc(CNc2c3c(nc4ncnn24)CCC3)cc1	3.6%	-18%	0%	1.1%	17%	4%	0.3%	1.1%	4%
COc1ccc2cc(C(=O)N3CCCCCC3)sc(=O)c2c1OC	-6.6%	14%	-4%	1.3%	1%	21%	-0.1%	-0.5%	-10%
